Screening results: PubChem, NMMLSC
Bcl-B Bim block: inhibitors of Bim-Bcl-B binding, primary screen, biochemical, multiplexed, human Bcl-2 family. bead-based flow cytometry, Bim peptide-Bcl-B binding. inhibition, % at 10 µM. actives 0.073% (n = 190,000);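 further: 0% = tracer peptide without compound and 100% = reference inhibitor peptide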
Bim-Mcl-1: inhibitors of Bim peptide binding to Mcl-1, primary screen, biochemical, bead-based flow cytometry, multiplex | Bim peptide-Mcl-1 binding | AID 1009, 2008 | Induced myeloid leukemia cell differentiation protein Mcl-1 (Homo sapiens), Q07820 | actives 0.1% (n = 190,000) | inhibition, % at 10 µM;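 further: 0% = no compound tracer wells and 100% = peptide blocker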
ABCG2 inh: ABCG2 efflux pump inhibitors, primary screen, multiplex with ABCB1, IgMXP3 cells, flow cytometry | AID 1325, 2008 | actives 0.1% (n = 190,000) | JC-1 efflux | inhibition, % at 6.6 µM;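 active means inhibition above 80%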;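 further: 0% = DMSO and 100% = nicardipine control wells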
Target sequence (Q9UNQ0 whole entry, looked up): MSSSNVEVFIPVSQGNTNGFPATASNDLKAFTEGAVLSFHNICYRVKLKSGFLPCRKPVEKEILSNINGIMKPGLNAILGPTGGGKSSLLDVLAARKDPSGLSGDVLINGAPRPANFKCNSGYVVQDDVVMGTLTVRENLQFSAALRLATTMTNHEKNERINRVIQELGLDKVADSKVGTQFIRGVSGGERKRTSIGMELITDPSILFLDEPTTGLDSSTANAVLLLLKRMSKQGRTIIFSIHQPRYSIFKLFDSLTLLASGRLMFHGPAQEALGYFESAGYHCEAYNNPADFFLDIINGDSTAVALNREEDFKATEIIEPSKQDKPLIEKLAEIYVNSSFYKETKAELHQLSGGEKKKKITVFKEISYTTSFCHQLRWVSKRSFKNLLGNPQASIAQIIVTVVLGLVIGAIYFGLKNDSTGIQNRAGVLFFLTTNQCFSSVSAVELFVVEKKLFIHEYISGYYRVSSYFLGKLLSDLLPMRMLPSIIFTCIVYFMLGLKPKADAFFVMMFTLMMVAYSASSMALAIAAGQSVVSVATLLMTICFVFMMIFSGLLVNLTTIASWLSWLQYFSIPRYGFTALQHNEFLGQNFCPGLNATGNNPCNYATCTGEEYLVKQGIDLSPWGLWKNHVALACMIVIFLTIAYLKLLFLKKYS
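material = IgMXP3 (ABCG2) plus far-red-tagged CCRF-Adr (ABCB1) cells | amount = 3 million cells/mL, equal mix of both lines | also added = JC-1 transporter substrate | dosing = one concentration, 6.6 µM final | schedule = 10 min at 25 °C | measured by = flow cytometric JC-1 green MFI at 530 nm | read-out basis = percent efflux inhibition, scaled nicardipine 100% to DMSO 0%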
Bcl-XL Bim block: inhibitors of Bim-Bcl-XL binding, primary screen, biochemical, multiplexed, bead flow cytometry, human Bcl-XL | Bcl-2-like protein 1 (Homo sapiens), Q07817 | Bim peptide-Bcl-XL binding, fluorescence | inhibition, % at 10 µM | actives 0.04% (n = 190,000) | AID 1007, 2008
Target sequence (Q07817 whole entry, looked up): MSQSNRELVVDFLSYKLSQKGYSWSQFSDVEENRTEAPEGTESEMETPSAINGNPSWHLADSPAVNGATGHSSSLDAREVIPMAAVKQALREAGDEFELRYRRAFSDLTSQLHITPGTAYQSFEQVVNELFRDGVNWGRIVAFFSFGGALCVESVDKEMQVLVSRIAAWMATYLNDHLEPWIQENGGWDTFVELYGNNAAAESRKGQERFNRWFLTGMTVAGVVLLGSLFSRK
RGS7-Gao reg: RGS7-Galphao binding modulators, primary screen, biochemical, multiplexed bead flow cytometry | actives lie on both sides | binding response (% of control), % at 10 µM | AID 1439, 2008 | actives 0.35% (n = 220,000) | Guanine nucleotide-binding protein G(o) subunit alpha (Homo sapiens), P09471; in the data active means binding response below about 49% or above about 150%; inconclusive means no clear call, values can overlap the other calls; inactive means in between;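 further: fluorescent Galphao held in activated GDP-AlF4 state binding bead-coupled RGS7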
Bim-Bfl-1: inhibitors of Bim binding to Bfl-1, primary screen, biochemical, multiplexed, bead-based flow cytometry | Bcl-2-related protein A1 (Homo sapiens), Q16548 | Bim-Bfl-1 binding inhibition | inhibition, % at 10 µM | actives 0.12% (n = 190,000) | AID 1008, 2008;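 further: 0% = wells without compound plus tracer and 100% = blocker peptide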
Bcl-W Bim block: inhibitors of Bim binding to Bcl-W, primary screen, biochemical, multiplexed, bead-based flow cytometry; inhibition, % at 10 µM; Bcl-2-like protein 2 (Homo sapiens), Q92843; actives 0.02% (n = 190,000); Bim peptide-Bcl-W binding;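 further: 0% = bound tracer without compound and 100% = peptide blocker; higher means less fluorescent Bim peptide bound to Bcl-W beads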
Target sequence (Q92843 whole entry, looked up): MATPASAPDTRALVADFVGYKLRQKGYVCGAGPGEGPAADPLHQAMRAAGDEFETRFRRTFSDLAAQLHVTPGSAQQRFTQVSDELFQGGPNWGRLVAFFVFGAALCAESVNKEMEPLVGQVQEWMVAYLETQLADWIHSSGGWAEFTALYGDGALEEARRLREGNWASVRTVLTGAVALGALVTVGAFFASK
ABCB1 block: ABCB1 efflux pump inhibitors, primary screen, cell-based, multiplex, flow cytometry, ABCG2 counter-screen | inhibition, % at 6.6 µM | ATP-dependent translocase ABCB1 (Homo sapiens), P08183 | actives 0.067% (n = 190,000) | CCRF-Adr cells, JC-1 efflux; in the data active means inhibition above about 40%;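 further: 0% = vehicle and 100% = reference inhibitor; higher value means more JC-1 retained so stronger ABCB1 efflux block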
RGS8-Gao reg: RGS8-Galphao binding modulators, primary screen, biochemical, multiplexed bead flow cytometry; AID 1423, 2008; actives 0.34% (n = 220,000); Guanine nucleotide-binding protein G(o) subunit alpha (Homo sapiens), P09471; actives lie on both sides; response (percent of control binding), % at 10 µM; in the data active means response below about 60% or above about 140%; inactive means in between;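 further: Galphao activated as the GDP aluminium fluoride complex binding bead-coupled RGS8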
RGS4-Gao reg: modulators of RGS4 binding to Galphao, primary screen, biochemical, multiplexed bead flow cytometry | Guanine nucleotide-binding protein G(o) subunit alpha (Homo sapiens), P09471 | actives 0.33% (n = 220,000) | actives lie on both sides | AID 1415, 2008 | binding response (% of control), % at 10 µM; in the data active means binding response below about 49% or above about 150%; inactive means in between;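 further: fluorescent Galphao activated with aluminum fluoride binding bead-coupled RGS4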
Bcl-2 Bim block: inhibitors of Bim-Bcl-2 binding, primary screen, biochemical, multiplexed, human Bcl-2 family; Apoptosis regulator Bcl-2 (Homo sapiens), P10415; Bead-based flow cytometry, Bim peptide-Bcl-2 binding; inhibition, % at 10 µM; actives 0.06% (n = 190,000); AID 950, 2007; in the data active means inhibition above about 40%; inconclusive means no clear call, values can overlap the other calls;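 further: 0% = no compound wells with probe peptide and 100% = reference peptide inhibitor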
* = called active by the depositor; u = inconclusive. Unless noted, no stated cut-off is given here; in the data, active means inhibition above about 40%.

SMILES	Bcl-B Bim block	Bim-Mcl-1	ABCG2 inh	Bcl-XL Bim block	RGS7-Gao reg	Bim-Bfl-1	Bcl-W Bim block	ABCB1 block	RGS8-Gao reg	RGS4-Gao reg	Bcl-2 Bim block
O=[N+]([O-])c1ccc2nccn2c1	-3.0	-6.0	1.2	0.0	100.7	-1.0	-1.0	0.3	101.5	102.5	-2.0
O=c1sc2ccccc2n1CCOc1ccccc1	-1.0	3.0	1.1	-3.0	100.5	-4.0	5.0	0.2	100.3	100.9	-3.0
Cc1nc2c(C)cccc2cc1C(=O)N/N=C/c1ccc(O)cc1	-4.0	-2.0	-1.2	-1.0	101.5	-1.0	0.0	-0.2	101.2	103.2	-2.0
O=c1oc2c(CN3CCOCC3)c(O)c(Cl)cc2c2c1CCCC2	-9.0	-5.0	26.8	-10.0	97.2	-26.0	-3.0	0.5	101.7	100.7	-6.0
O=C(N/N=C/c1cn(-c2ccccc2)nc1-c1cccs1)c1ccccc1F	-7.0	-4.0	17.2	-9.0	96.1	0.0	-5.0	4.2	103.4	99.7	-2.0
CC(C)CSc1nnc2[nH]c(=O)cc(N)n12	-8.0	-4.0	7.4	-7.0	102.1	-5.0	-4.0	1.5	107.8	103.0	0.0
Cc1cccc(C(C)C)c1NC(=O)CSc1nncn1C	-1.0	5.0	0.2	-2.0	101.6	-13.0	3.0	0.3	101.5	102.8	-3.0
CC(=O)c1ccc(NC(=O)N2C3CCC2CC(O)(c2cccnc2)C3)cc1 (stereo unspecified)	-1.0	0.0	0.6	0.0	89.8	-4.0	0.0	0.7	96.3	93.9	-4.0
NC(=S)N/N=C/c1cc([N+](=O)[O-])ccc1Cl	-9.0	-3.0	4.8	1.0	95.1	-8.0	-1.0	0.4	102.2	98.1	-5.0
COc1ccc(C(=O)CCC(C)(C)[N+](=O)[O-])cc1OC	-3.0	0.0	1.4	-1.0	100.0	-9.0	-2.0	0.0	102.9	103.0	-3.0
O=C(c1ccc(CSc2ccc(Cl)cc2)cc1)N1CCCC1	-6.0	0.0	10.0	-1.0	u	-8.0	-4.0	0.5	101.2	105.3	-5.0
O=C(O)/C=C\C(=O)Nc1ccccc1C(=O)NCc1ccccc1	-2.0	-1.0	-0.6	-2.0	98.5	-2.0	-1.0	-0.2	98.8	99.0	3.0
CCOc1ccc(-n2c(=S)sc3c(=O)[nH]c(SCC(=O)NC(C)CC)nc32)cc1 (stereo unspecified)	-2.0	-2.0	-0.5	6.0	81.9	0.0	1.0	-0.1	81.0	75.8	-2.0
O=C(CSc1nnnn1C1CCCCC1)Nc1cccc(NC(=O)c2ccco2)c1	-6.0	5.0	4.5	0.0	106.9	-12.0	1.0	2.0	100.1	99.6	-8.0
CCn1c(SCC(=O)c2[nH]c(C)c(C(C)=O)c2C)nnc1-c1cccs1	-2.0	-4.0	5.5	-4.0	97.2	-2.0	-4.0	2.2	97.8	94.6	-3.0
COc1ccccc1CNC(=O)c1cccc(-c2ccc(C)c3ccccc23)n1	-2.0	0.0	6.9	-2.0	100.6	0.0	-1.0	0.8	104.3	103.0	0.0
CCN(CC)C(=O)Cn1c(=O)n(-c2ccccc2)c(=O)c2c3c(sc21)CCC3	-5.0	-3.0	1.5	-3.0	100.1	-11.0	-1.0	0.7	101.3	99.2	-11.0
Cc1nn(C)cc1CNC(=O)Nc1ccc(Cl)cc1	7.0	2.0	3.4	4.0	99.1	8.0	3.0	0.1	95.0	100.2	8.0
O=c1[nH]c(=O)n(Cc2ccccc2)c2c1CCC2	-8.0	-5.0	0.0	-8.0	100.2	-4.0	-4.0	0.0	99.1	96.2	-7.0
COC(=O)c1ccc(OCC(O)CN(CCO)CCO)cc1 (stereo unspecified)	1.0	0.0	2.8	0.0	101.4	-2.0	2.0	0.6	96.9	87.0	0.0

Sorted by value in ABCG2 inh (ascending): some entries from above.
Molecule | ABCG2 inh
CCOc1ccc(-n2c(=S)sc3c(=O)[nH]c(SCC(=O)NC(C)CC)nc32)cc1 (stereo unspecified) | -0.5
CCN(CC)C(=O)Cn1c(=O)n(-c2ccccc2)c(=O)c2c3c(sc21)CCC3 | 1.5
COC(=O)c1ccc(OCC(O)CN(CCO)CCO)cc1 (stereo unspecified) | 2.8

(more compounds)
SMILES	Bcl-B Bim block	Bim-Mcl-1	ABCG2 inh	Bcl-XL Bim block	RGS7-Gao reg	Bim-Bfl-1	Bcl-W Bim block	ABCB1 block	RGS8-Gao reg	RGS4-Gao reg	Bcl-2 Bim block
O=C(Cc1cccs1)Nc1cccc([N+](=O)[O-])c1	-5.0	-1.0	1.3	0.0	u	2.0	2.0	-0.1	99.0	99.3	0.0
CCc1ccccc1NC(=O)Nc1cccn(Cc2ccccc2F)c1=O	0.0	1.0	4.6	2.0	102.9	-4.0	4.0	0.5	101.9	102.1	0.0
c1ccc(C2=NN(c3ccccc3)C(c3ccco3)C2)cc1 (stereo unspecified)	0.0	2.0	6.5	0.0	101.7	-4.0	1.0	0.3	105.0	104.4	0.0
O=C(Cn1cnc2ccccc2c1=O)OCC(=O)c1ccc2c(c1)OCCO2	-8.0	-2.0	7.2	-5.0	109.0	-13.0	-3.0	-0.1	104.3	108.4	-6.0
CC(C)(C)NC(=O)c1ccc(Cn2cc(C(F)(F)F)ccc2=O)cc1	-2.0	-1.0	3.5	-1.0	u	-2.0	-2.0	0.9	101.5	102.2	-1.0
CCc1ccc(N(C(=O)C(F)(F)F)C(C(=O)NC2CCCCC2)c2ccncc2)cc1 (stereo unspecified)	0.0	-1.0	2.1	4.0	98.5	0.0	-4.0	0.7	101.6	101.6	3.0
COC(=O)c1c(NC(=O)C2C3CCC(O3)C2C(=O)O)sc2c1CCCCCC2 (stereo unspecified)	-1.0	-2.0	0.8	0.0	102.8	0.0	0.0	0.1	104.4	103.6	3.0
COC(=O)CNC(=O)c1cccc(-c2ccc(OC)cc2)c1	-1.0	1.0	2.1	0.0	103.0	0.0	1.0	0.0	106.5	101.0	0.0
COc1ccc(CN2CCCC(C(=O)N(C)Cc3ccccc3)C2)cc1OC (stereo unspecified)	-4.0	-5.0	3.9	-10.0	99.3	-6.0	-5.0	0.5	93.5	97.8	0.0
Cc1nnc(SCC(N)=O)n1CCc1ccccc1	-3.0	-4.0	3.0	-6.0	106.8	0.0	-5.0	0.7	113.2	109.1	-4.0
CCOC(=O)c1c(-c2ccccc2Cl)csc1NC(=O)CSc1nc(C)cc(=O)[nH]1	-2.0	-4.0	-1.9	-5.0	80.3	0.0	-3.0	-0.6	94.6	82.4	0.0
O=C(COc1ncnc2sccc12)Nc1ccc2c(c1)OCCO2	0.0	-2.0	0.6	-1.0	101.4	0.0	0.0	0.3	101.6	105.9	-1.0
CC1CC1C(=O)OCC(=O)NCc1ccccc1Cl (stereo unspecified)	0.0	1.0	-0.5	-3.0	93.9	-3.0	0.0	-3.5	90.7	93.2	-1.0
Cc1ccc2nc(C)cc(NCCO)c2c1	-2.0	0.0	0.4	-3.0	95.7	-12.0	3.0	0.0	104.6	101.0	-6.0
Cc1ccc2[nH]c3c(=O)n(Cc4ccccn4)cnc3c2c1	-4.0	-2.0	3.7	-3.0	96.5	-9.0	0.0	0.8	98.0	104.1	-7.0
Cn1cccc1Cc1nnc(SCC(=O)Nc2cccc(F)c2)n1-c1ccc(F)cc1	-11.0	-5.0	7.8	-8.0	101.3	-4.0	-4.0	1.4	101.2	101.1	-6.0
CC(c1ccccc1)N1CCn2c(nc3cc(NC(=O)NC4CCCCC4)ccc32)C1 (stereo unspecified)	-1.0	0.0	0.1	0.0	104.6	-4.0	3.0	0.4	100.3	101.8	-2.0
CCn1c(N2CCN(C(=S)NC)CC2)nc2ccccc21	-1.0	1.0	0.6	-2.0	94.6	0.0	2.0	0.0	99.5	92.3	1.0
CC1=CC(C)(C)NC(=S)N1c1cccc(C)c1	-4.0	-4.0	13.8	1.0	112.0	-1.0	0.0	3.0	106.3	109.0	-3.0
CCOC(=O)c1c(NC(=O)c2ccccc2C)sc2c1CC(C)(C)OC2	-16.0	-5.0	4.0	-6.0	104.8	-13.0	-3.0	0.5	97.0	96.7	-16.0
Cc1ccccc1NC(=O)CCN1CCCC1	-1.0	0.0	0.5	0.0	107.1	-2.0	-3.0	0.1	103.2	105.2	-3.0
O=C(O)/C=C/C(=O)NC1CC1	-2.0	0.0	2.2	0.0	108.8	-3.0	-1.0	0.8	104.4	109.3	2.0
Cc1ccc(N(C(=O)c2ccncc2)C2C=CS(=O)(=O)C2)cc1 (stereo unspecified)	-4.0	0.0	-2.6	-3.0	96.8	-4.0	-3.0	-2.2	99.2	99.4	-3.0
COc1ccc(N(CCC#N)S(=O)(=O)c2ccc(Cl)cc2)cc1	-9.0	-2.0	1.1	3.0	102.2	-13.0	2.0	-0.3	102.4	102.4	-9.0
COc1ccc(OC)c2c1sc(=NC(=O)C(C)C)n2C	-3.0	1.0	35.3	-3.0	101.6	-8.0	-1.0	1.6	97.2	103.0	-8.0
Cn1c(=O)[nH]c(=O)c2c1nc(OC(=O)c1ccccc1)n2CC(O)COc1ccccc1 (stereo unspecified)	-9.0	2.0	1.1	-6.0	102.2	-13.0	-1.0	0.1	99.5	103.7	-5.0
CCOC(=O)CSc1nc(N)nc(C)c1Cl	-5.0	-3.0	11.0	-1.0	107.6	-6.0	-2.0	1.2	102.7	105.8	-2.0
O=C(NN=C1c2ccccc2-c2ccccc21)c1ccccn1	-7.0	1.0	41.3	-6.0	93.3	-18.0	1.0	2.4	104.1	98.2	-7.0
CCOC(=O)C1(S(=O)(=O)c2ccc(Cl)cc2)CCN(Cc2ccccc2)CC1	-2.0	-3.0	-1.2	0.0	101.4	0.0	0.0	0.3	108.5	97.6	1.0

Structures above with two or more sulfur atoms, in the order listed:
SMILES	Bcl-B Bim block	Bim-Mcl-1	ABCG2 inh	Bcl-XL Bim block	RGS7-Gao reg	Bim-Bfl-1	Bcl-W Bim block	ABCB1 block	RGS8-Gao reg	RGS4-Gao reg	Bcl-2 Bim block
CCOc1ccc(-n2c(=S)sc3c(=O)[nH]c(SCC(=O)NC(C)CC)nc32)cc1 (stereo unspecified)	-2.0	-2.0	-0.5	6.0	81.9	0.0	1.0	-0.1	81.0	75.8	-2.0
CCn1c(SCC(=O)c2[nH]c(C)c(C(C)=O)c2C)nnc1-c1cccs1	-2.0	-4.0	5.5	-4.0	97.2	-2.0	-4.0	2.2	97.8	94.6	-3.0
CCOC(=O)c1c(-c2ccccc2Cl)csc1NC(=O)CSc1nc(C)cc(=O)[nH]1	-2.0	-4.0	-1.9	-5.0	80.3	0.0	-3.0	-0.6	94.6	82.4	0.0

No enrichment for hits; any-hit rate near 0.94%.
